E-selectin induc – induces E-selectin expression in human endothelial cells. activation, % at 7.58 µM. actives 0.37% (n = 260,000). HUVEC E-selectin immunofluorescence imaging; normalized: neutral wells 0, TNF-alpha wells 100;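 active = mean E-selectin-positive cell signal at least 10% of the positive control, reached in at least 60% of replicates, without over 20% cell loss; inconclusive = no rule given, readout overlaps actives, possibly toxicity-flagged; inactive = the rest, including those meeting only one limit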;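 also: in these data hits start at about 27%; measured in HUVEC primary endothelial cells; signal is the percent of cells scored E-selectin positive by PE staining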
Target sequence (P16581 whole entry, looked up): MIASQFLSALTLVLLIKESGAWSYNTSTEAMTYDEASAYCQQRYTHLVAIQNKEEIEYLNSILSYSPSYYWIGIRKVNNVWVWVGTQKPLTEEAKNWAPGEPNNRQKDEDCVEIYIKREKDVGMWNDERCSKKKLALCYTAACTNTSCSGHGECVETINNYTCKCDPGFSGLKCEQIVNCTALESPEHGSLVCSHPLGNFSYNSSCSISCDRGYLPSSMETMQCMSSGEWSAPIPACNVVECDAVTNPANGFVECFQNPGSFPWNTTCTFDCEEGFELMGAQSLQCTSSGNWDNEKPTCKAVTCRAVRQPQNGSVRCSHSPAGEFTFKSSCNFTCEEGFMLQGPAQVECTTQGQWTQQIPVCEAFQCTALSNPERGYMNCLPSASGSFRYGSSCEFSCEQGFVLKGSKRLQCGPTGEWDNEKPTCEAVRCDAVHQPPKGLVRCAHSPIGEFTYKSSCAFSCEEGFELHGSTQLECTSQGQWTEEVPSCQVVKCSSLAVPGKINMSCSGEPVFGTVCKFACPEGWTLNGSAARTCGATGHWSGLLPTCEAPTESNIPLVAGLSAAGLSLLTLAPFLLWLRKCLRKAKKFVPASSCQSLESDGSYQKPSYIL
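System: HUVEC, human umbilical vein endothelial cells; quantity: 3,000 cells/well; buffer or medium: EGM-2 medium, gelatin-coated wells; dosing: single-point compound dose; detection: immunofluorescence imaging; evaluation: % PE-positive cells; benchmarks: TNF-alpha, DMSO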
SIRT5 inh – sirtuin-5 (human) deacylase inhibition; Q9NXA8; Purified SirT5, succinyl-peptide AMC, trypsin-coupled fluorescence; inhibition, % at 15 µM; actives 1.1% (n = 330,000); in the data active = inhibition above about 15%; inconclusive = no clear call, values can overlap the other calls
Target sequence (Q9NXA8 whole entry, looked up): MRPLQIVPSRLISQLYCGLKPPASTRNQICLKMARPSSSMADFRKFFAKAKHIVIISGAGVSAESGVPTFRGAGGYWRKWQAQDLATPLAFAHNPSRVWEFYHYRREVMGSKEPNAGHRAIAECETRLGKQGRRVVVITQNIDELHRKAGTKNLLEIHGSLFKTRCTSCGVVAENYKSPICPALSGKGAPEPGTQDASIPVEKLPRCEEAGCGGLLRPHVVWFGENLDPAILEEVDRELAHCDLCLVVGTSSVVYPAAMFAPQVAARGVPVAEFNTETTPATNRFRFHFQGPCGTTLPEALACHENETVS
ERp5 block – ERp5 (human) disulfide isomerase inhibition | AID 651711 | Q15084 | inhibition, % at 9.99 µM | actives 0.05% (n = 350,000) | ERp5 insulin aggregation, absorbance 650 nm, 90 min;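 active = mean replicate inhibition above about 25%, with every replicate also reaching it, limit read from the data, passing the limit was not always enough; inconclusive = only one of those two criteria met; inactive = neither criterion met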
DENV2 CPE – protects cells from dengue virus 2 cytopathic effect | actives 1.7% (n = 350,000) | AID 651640 | DENV2-infected cells, cytopathic effect rescue, plate reader | CPE inhibition, % at 9.99 µM; in the data active = CPE inhibition above about 20%, passing the limit was not always enough; inconclusive = no clear call, values can overlap the other calls; tested in BHK-21 cells;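 also: 0% = median of neutral control wells and 100% = median of positive control wells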
C2C12 statin – protects C2C12 myotubes from simvastatin toxicity. AID 602340. rescue of ATP level, % at 7.49 µM. ATP luminescence, 48 h; scaled: DMSO 0, geranylgeraniol control 100. actives 0.78% (n = 330,000);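 active = mean ATP rescue above about 67%, or every replicate alone reaching that limit, limit read from the data, passing the limit was not always enough; inconclusive = no clear call, values can overlap the other calls; inactive = mean under the limit and some replicate under it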;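 also: myotubes were challenged with 10 µM simvastatin during compound exposure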
PglD DTNB – PglD (C. jejuni) enzyme inhibition. purified PglD enzyme, DTNB colorimetric CoA detection. inhibition, % at 12.5 µM. actives 0.098% (n = 360,000). AID 602405; in the data active = inhibition above about 16%, passing the limit was not always enough; inconclusive = no clear call, values can overlap the other calls; also: strong numbers were not always called active
S100A4 inh HTS – S100A4-myosin IIA interaction inhibition; P26447; S100A4/TAMRA-MyoIIA peptide fluorescence polarization; inhibition, % at 10.7 µM; actives 0.14% (n = 360,000); AID 652163;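 active = mean inhibition of at least 70% across replicates, with every replicate also reaching that level; inconclusive = mean inhibition reaches 70% but some replicates fall short; inactive = mean inhibition below 70%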
Target sequence (P26447 whole entry, looked up): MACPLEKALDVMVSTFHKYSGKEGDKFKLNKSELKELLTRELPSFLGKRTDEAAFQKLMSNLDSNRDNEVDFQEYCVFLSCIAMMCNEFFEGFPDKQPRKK
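Compound dosing: one dose per compound; test system: human S100A4 monomer with TAMRA-labelled myosin IIA peptide; probe or stimulus: TAMRA-labelled myosin IIA heavy-chain peptide probe, 5 nM; medium: HEPES buffer with Ca2+, pH 7.2; schedule: 5 min incubation before reading; benchmarks: neutral control DMSO, positive control TFP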
An asterisk follows results filed as active; ? = inconclusive; . = no result given.

Under each structure – E-selectin induc, SIRT5 inh, ERp5 block, DENV2 CPE, C2C12 statin, PglD DTNB, S100A4 inh HTS
CCN(c1ccccc1)S(=O)(=O)c1ccc(C(=O)NCC(c2ccccc2OC)N2CCCC2)cc1 (centres undefined)
→ -0.2, -10, 3, -9, 0, -2, 0
Cn1cnc(S(=O)(=O)N2CCCCN3[C@H](CO)[C@H](c4ccc(C5=CCCC5)cc4)[C@@H]3C2)c1
→ ., 1, -2, 7, ., 5, -5
CCOC(=O)[C@]12CCC=C1N(CCC1=CCCCC1)C(=O)[C@H](CC(=O)NCc1cccc3ccccc13)C2
→ ., -4, 0, -4, ., ., 0
O=C(C1CCCCC1)N1CC(=O)N2[C@H](CO)[C@@H](c3ccc(C#Cc4cccc(F)c4)cc3)[C@@H]2C1
→ -0.2, 1, -4, -2, ., ., 1
COc1ccc(S(=O)(=O)Nc2ccc3c(c2)CC(=O)N([C@@H](C)CO)C[C@H](C)[C@@H](CN(C)S(=O)(=O)c2ccc(OC)cc2)O3)cc1
→ 0.5, 1, 8, 1, 2, 0, -11
O=[N+]([O-])c1cccc(/C=N/Nc2cc(N3CCOCC3)ncn2)c1
→ -0.1, -5, 2, -6, 9, -8, 3
COC(=O)c1ccc(CNC(=O)COC(=O)/C=C/c2ccc(OC)c(OC)c2)cc1
→ -0.4, -1, 8, 7, -1, 1, -3
Cc1noc(C)c1NC(=O)N(C)C[C@@H]1OCCCC[C@H](C)Oc2ccc(NC(=O)Nc3ccccc3)cc2C(=O)N([C@H](C)CO)C[C@@H]1C
→ 0.1, ., ., 2, ., 4, .
Cc1ccccc1N(CC(=O)NCc1ccncc1)S(C)(=O)=O
→ ., 1, 0, ?, -17, -7, -1
O=C(CN1CCCC1=O)NC1(C(F)(F)F)NC(=O)N(Cc2ccccc2)C1=O (centres undefined)
→ ., -5, -5, 0, 11, -3, -1

Reprinted from the part before: 3 entries; new compounds follow.
Under each structure – E-selectin induc, SIRT5 inh, ERp5 block, DENV2 CPE, C2C12 statin, PglD DTNB, S100A4 inh HTS
Cc1noc(C)c1NC(=O)N(C)C[C@@H]1OCCCC[C@H](C)Oc2ccc(NC(=O)Nc3ccccc3)cc2C(=O)N([C@H](C)CO)C[C@@H]1C
→ 0.1, ., ., 2, ., 4, .
Cc1ccccc1N(CC(=O)NCc1ccncc1)S(C)(=O)=O
→ ., 1, 0, ?, -17, -7, -1
O=C(CN1CCCC1=O)NC1(C(F)(F)F)NC(=O)N(Cc2ccccc2)C1=O (centres undefined)
→ ., -5, -5, 0, 11, -3, -1
Cc1ccc(C(=O)N/N=C\c2cccs2)cn1
→ ., 1, -2, -4, ., ., 7
CC(OCCN1CCCC1)(c1ccc(F)cc1)c1ccc(F)cc1
→ ., -2, 2, 5, ., ., 10
COc1ccccc1NC(=O)c1ccc([N+](=O)[O-])o1
→ ., 0, 6, 3, ., ., 0
CCC(=O)N1CCCC(C)(C(=O)NS(=O)(=O)c2ccccc2Cl)C1 (centres undefined)
→ -0.1, -1, 0, 14, -6, -1, 0
COc1ccc(NS(=O)(=O)c2ccc(NS(=O)(=O)c3cccc(C(=O)O)c3)cc2)cc1
→ ., -4, -9, -2, 5, -3, 1
Cc1ccc(NC(=O)c2oc3ccc(S(=O)(=O)N4CCOCC4)cc3c2C)c(C)c1
→ ., -6, 4, -2, 2, 3, -1
COc1ccc(OC)c(NC(=O)NNC(=O)CCCOc2ccc(Cl)cc2C)c1
→ ., -3, 4, -5, ., ., 2
CCOC(=O)c1[nH]c(C)c(C(=O)OCC(=O)NC2CCS(=O)(=O)C2)c1C (centres undefined)
→ 3.3, -4, -3, -1, -15, -1, 7
CCC12C(=Nc3c(Cl)cccc31)C[C@@H]1CCN3C(=O)CCC[C@H]2[C@H]13 (some centres undefined)
→ 0.6, -4, -3, ., 4, -2, 0
CN(C)CCCNC(=O)[C@@H]1[C@@H](CO)[C@@H]2Cn3c(ccc(-c4ccccc4)c3=O)[C@@H]2N1C
→ 0.2, -1, 1, -8, -9, -1, 10
COCC#Cc1ccc2c(c1)O[C@H](CN(C)C)[C@@H](C)CN([C@@H](C)CO)S2(=O)=O
→ 0.5, -2, -11, 3, -1, 2, -27
CCOC(=O)c1ccc(NC(=O)CCNS(=O)(=O)c2cccs2)cc1
→ 0.3, 0, 1, 7, -1, -8, -11
COc1ccc(/C=N/NC2=NCCCCC2)c(OC)c1
→ 3.3, ., -1, 4, ., ., 4
CCOC(=O)c1ccc(NC(=S)NC(=O)C2CCCC2)cc1
→ -0.4, -4, -5, 2, -3, 7, -4
COc1ccc(CN(C)C[C@H]2OCCCC[C@@H](C)Oc3ccc(NS(=O)(=O)c4ccccc4)cc3C(=O)N([C@H](C)CO)C[C@@H]2C)cc1
→ 3.5, -4, -4, 16, ., 3, -5
CCOC(=O)c1sc2nc(C)nc(NCCc3ccc(S(N)(=O)=O)cc3)c2c1C
→ ., -1, 5, -4, -30, 1, 1
Cc1ccc2c(c1)C(=O)CC(O)(C(F)(F)F)O2 (centres undefined)
→ -0.1, 3, 0, -3, ., -3, -25
O=C(N/N=C/c1cn(CCOc2ccccc2)c2ccccc12)c1ccncc1
→ -0.5, ., ., ., 1, -2, .
CCCN1CCC(NC(=S)Nc2ccc(S(N)(=O)=O)cc2)CC1
→ 0.0, 5, -9, 8, 2, 0, -2
CCC(=O)Nc1ccc2c(c1)OC[C@@H](C)N(CC1CCCCC1)C[C@@H](C)[C@@H](OC)CN(C)C2=O
→ -0.1, ., ., ., -9, -3, .
C[C@@H]1CCCCO[C@H](CN(C)S(=O)(=O)c2ccc(F)cc2)[C@H](C)CN([C@H](C)CO)C(=O)c2cc(NS(=O)(=O)c3ccc(Cl)cc3)ccc2O1
→ -0.1, 10, 0, -13, ., 0, -7
CC(=O)Nc1cccc(NC(=O)CSc2ccc3nnc(CCNC(=O)c4ccccc4)n3n2)c1
→ -0.1, 6, -5, 10, ., ., -3
CC1CC(C)CN(C(=O)CCc2nnc3ccc(N4CCCCC4)nn23)C1 (centres undefined)
→ 0.0, 0, 6, -1, 2, -1, -2
CC(C)CCN1C(=O)CCC1(C)C(=O)NC1CCCCCCC1 (centres undefined)
→ ., -1, 4, -1, -50, -2, 8
CCOc1ccc(NC(=O)c2ccc(NC(=O)CSc3nc4ccccc4c(=O)[nH]3)cc2)cc1
→ -1.6, ., -2, 10, ., ., -2
CN1N=C(C(C)(C)C)CC1=O
→ 0.0, 1, -5, 7, ., ., -1
COc1ccc2c3c(n(C)c2c1)[C@@H](CO)N(C(=O)c1ccccc1)CC31CCN(C)CC1
→ -0.4, -2, 1, 9, ., ., -2
COCC(=O)N1[C@H](CN(C)C(=O)c2cccnc2)[C@@H](c2ccccc2)[C@@H]1CO
→ -0.1, ., ., ?, 8, 1, .
Cc1cnc(C(=O)Nc2ccc(C(C)C)cc2)cn1
→ -0.1, -3, -8, 4, ., ., -2
Cc1ccc(C(=O)NCc2ccncc2)cc1S(=O)(=O)Nc1cccc(C)c1C
→ -0.5, -2, -3, 2, 0, -1, 1
O=C(c1ccco1)N1CCN(S(=O)(=O)c2cc(Cl)ccc2Cl)CC1
→ ., 0, 3, -6, -8, -8, -10
C[C@@H]1CN([C@H](C)CO)C(=O)Cc2cc(NC(=O)C3CCCCC3)ccc2O[C@@H]1CN(C)S(=O)(=O)c1ccccc1
→ 0.1, 2, -4, 2, 8, 3, -1
COc1ccc(NC(=O)N(C)C[C@@H]2Oc3ccc(NC(=O)C4CCCCC4)cc3C(=O)N([C@@H](C)CO)C[C@H]2C)cc1
→ -0.6, -2, 2, 6, 2, -3, 0
O=C(O)CNC(=O)CCCn1nnc2ccccc2c1=O
→ 4.2, -9, 3, -10, 0, ., -31
c1ccc(CNc2nnnn2-c2ccccc2)cc1
→ 0.3, ., ., ., 27, 3, .
CCc1nc2c(OCC=C(C)C)cccn2c1N(C)C(=O)c1ccc(OC)cc1
→ 0.8, -1, 6, 14, -4, -8, -3
COCCNC(=O)C[C@@H]1C[C@@H]2c3cc(NC(=O)CN(C)C)ccc3O[C@@H]2[C@@H](CO)O1
→ 0.0, 3, 1, 5, 2, 2, 34
C[C@H](CO)N1C[C@H](C)[C@@H](CN(C)S(C)(=O)=O)Oc2ccc(NC(=O)Nc3cccc4ccccc34)cc2CC1=O
→ ., 3, -1, 12, -20, -5, 4
CCOc1c2ccc(C(=O)NCc3ccc(C)cc3)cc2nn1CC
→ 0.0, -9, 1, -11, 16, 5, 0
O=C(CCl)N(c1ccccc1)c1ccccc1
→ ., 0, -2, 1, ., ., 16
O=C(COC(=O)c1nc(Cl)c(Cl)c(Cl)c1Cl)c1ccc[nH]1
→ 1.2, -4, 5, -4, 22, -1, -7
Cc1cccc(N(C)c2ccc3cc(S(=O)(=O)N4CCCC4)ccc3n2)c1
→ 4.5, -8, -4, -1, 12, 6, -4
O=C(Nc1ccccc1N1CCCC1)C1CCN(S(=O)(=O)c2ccccc2C(F)(F)F)CC1
→ 0.1, -4, 2, -8, ., 0, 1
O=C(O)C(NS(=O)(=O)c1ccccc1)C(O)c1ccccc1 (centres undefined)
→ -0.1, -4, 3, 1, -1, 5, -1
CN(C(=O)CSc1nnc(-c2cccs2)n1N)c1ccccc1
→ -0.6, -2, -4, -8, 4, 2, -4
Cc1ccc(S(=O)(=O)Nc2ccc3c(c2)CC(=O)N([C@@H](C)CO)C[C@@H](C)[C@@H](CN(C)C(=O)Nc2ccc(C(F)(F)F)cc2)O3)cc1
→ 1.4, -1, -14, -10, 8, 2, -6
COc1ccc(CC(=O)Nc2ccc(C(N)=O)cc2)cc1
→ 0.8, ., 0, 9, ., ., 9
O=C(Cc1n[nH]c(=O)c2ccccc12)OCc1c(Cl)cccc1Cl
→ -0.2, -5, 0, -5, -6, 4, -2
CO[C@@H]1CC[C@H]2CCN(C)C(=O)C[C@H](c3ccccc3)CN(C)C(=O)c3cccc(C#N)c3OC[C@@H]1O2
→ 0.1, -2, 4, 2, -7, 2, -27
CC(C)[C@@H](C(=O)N[C@@H](CCc1ccc(O)cc1)C(=O)O)N(C)C(=O)[C@H](CO)NC(=O)[C@@H](O)[C@H](N)CCCCCCCCl
→ ., -1, 6, 0, 28, 3, -4

Next part
Under each structure – E-selectin induc, SIRT5 inh, ERp5 block, DENV2 CPE, C2C12 statin, PglD DTNB, S100A4 inh HTS
N#Cc1ccc(-c2ccc3c(c2)[C@H]2[C@H](CCN2S(=O)(=O)c2cccc(F)c2)[C@@H](CO)N3)cc1
→ 1.0, -4, 9, 12, -60, 1, 4
O=C(N[C@H]1C=C[C@@H](CC(=O)N2CCN(c3ccccc3)CC2)O[C@H]1CO)c1ccncc1
→ -0.2, 2, -1, 12, 7, -22, 3
CCOc1ccc(C(=O)CCC(=O)Nc2ncccc2O)cc1
→ ., -1, -1, 6, -2, ., 2
O=C1CCC(=O)O1
→ ., ., 0, -10, 7, -2, 1
Cc1ccnc2nc(C(=O)OCC(=O)NC3CCC(C)CC3)nn12 (centres undefined)
→ 2.1, 0, 1, 3, -4, 0, -1

Bioassay records as filed in PubChem BioAssay.

Not all compounds are listed; count on the stated rates, not on these rows.
